GSK3beta inhib – inhibitors of human GSK3beta kinase. hit rate 0.038% among 300,000. activity score (negative = inhibition), % at 10 µM. GST-GSK3beta kinase, ADP-Glo luminescence, 60 min; hits give low values;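 active = more than half of replicate wells score below -50%, meaning over 50% inhibition versus plate controls; inconclusive = some replicates but at most half score below -50%; inactive = no replicate scores below -50%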;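 note: 0% = median DMSO wells and -100% = median GW8510 positive control wells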
Target sequence (P49841 whole entry, looked up): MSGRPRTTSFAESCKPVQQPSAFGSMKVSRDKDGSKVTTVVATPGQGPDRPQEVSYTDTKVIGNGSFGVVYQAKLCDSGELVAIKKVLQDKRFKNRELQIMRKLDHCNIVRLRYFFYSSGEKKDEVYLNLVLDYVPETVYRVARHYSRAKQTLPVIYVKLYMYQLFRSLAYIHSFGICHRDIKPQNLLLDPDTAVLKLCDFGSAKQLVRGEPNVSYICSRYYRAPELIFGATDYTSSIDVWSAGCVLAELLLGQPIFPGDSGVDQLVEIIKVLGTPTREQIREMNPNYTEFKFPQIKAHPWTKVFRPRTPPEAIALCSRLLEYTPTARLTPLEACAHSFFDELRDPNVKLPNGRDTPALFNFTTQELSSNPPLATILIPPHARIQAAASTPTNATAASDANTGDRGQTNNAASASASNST
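Test system: GST-tagged human GSK3beta kinase, cell-free; evaluation: activity score scaled between in-plate DMSO and GW8510 controls; measured by: ADP-Glo luminescence; incubation: 60 min reaction, RT; benchmarks: DMSO and 20 µM GW8510; reagent: peptide substrate plus 25 µM ATP (final); medium: Tris/MgCl2 kinase buffer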
GSK3A inh – human GSK-3 alpha kinase inhibition. P49840. ADP-Glo luminescence, 60 min. inhibition, % at 10 µM. hit rate 0.1% among 320,000. AID 2650;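 in the data active = inhibition above about 50%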;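 note: GST-tagged GSK-3 alpha with peptide substrate and 25 µM ATP; 0% = DMSO neutral wells and 100% = GW8510 positive control wells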
Target sequence (P49840 whole entry, looked up): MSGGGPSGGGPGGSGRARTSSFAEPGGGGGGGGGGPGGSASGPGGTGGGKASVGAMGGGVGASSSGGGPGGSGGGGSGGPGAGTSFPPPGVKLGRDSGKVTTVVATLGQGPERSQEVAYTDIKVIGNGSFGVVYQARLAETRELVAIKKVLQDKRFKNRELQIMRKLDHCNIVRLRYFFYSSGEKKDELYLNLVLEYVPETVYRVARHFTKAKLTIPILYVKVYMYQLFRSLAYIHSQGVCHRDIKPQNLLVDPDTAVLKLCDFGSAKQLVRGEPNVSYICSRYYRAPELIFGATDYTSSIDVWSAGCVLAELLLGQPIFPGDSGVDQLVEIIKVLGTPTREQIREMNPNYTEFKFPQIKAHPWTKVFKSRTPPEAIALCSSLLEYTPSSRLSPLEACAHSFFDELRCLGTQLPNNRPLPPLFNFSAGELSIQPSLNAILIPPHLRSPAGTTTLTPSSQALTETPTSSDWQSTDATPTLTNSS
HSF-1 act – increases HSF-1 driven luciferase reporter signal; NIH3T3-HGL HSF-1 luciferase reporter, MG132, 8 h; 100% = twice DMSO control signal; activation, % at 9 µM; hit rate 1.7% among 300,000; AID 504408;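 active = mean replicate activation of at least 50% with a set share of replicates each reaching 50%; inconclusive = only one of those two conditions met; inactive = mean below 50% and too few replicates reaching it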;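 note: 0% = median of the neutral control wells and 100% = twice that signal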
IEC-6 cytotox – counter-screen for KLF5 inhibitors: cytotoxicity in IEC-6 cells | IEC-6 cytotoxicity, luminescence viability | inhibition, % at 5 µM | hit rate 0.78% among 290,000 | AID 1825; in the data active = inhibition above about 22%;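 note: 0% = plate median of test compound wells and 100% = cytotoxic reference compound wells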
Dyrk1A ADPGlo – inhibitors of rat Dyrk1A kinase; Q63470; ADP-Glo luminescence, NFATc1 peptide; inhibition, % at 12.5 µM; hit rate 0.43% among 310,000; AID 504441; in the data active = inhibition above about 50%;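 note: plate controls were vehicle with enzyme for no effect and no enzyme for full effect; many of its hits are not listed in these tables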
Platelet DG rel – platelet dense granule release activity; human platelet-rich plasma, SFLLRN dense granule ATP release, luminescence; inhibition, %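 (compounds screened at 7.5 µM in platelet-rich plasma)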; hit rate 0.22% among 300,000; AID 1663;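 active = mean replicate score, as percent of positive control, at or above 50; inconclusive = mean below 50 but at least one replicate at or above 50; inactive = mean and every replicate below 50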
aSyn UTR inh – 5' untranslated region of α-synuclein, MLPCN primary screen; inhibition, % (tested at 7.5 µM); alpha-synuclein 5'UTR reporter, inhibitor activity; hit rate 0.82% among 300,000; in the data active = inhibition above about 60%; inconclusive = no clear call, values can overlap the other calls;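 note: H4 neuroglioblastoma cells stably carrying SNCA 5'UTR luciferase fusion; 0% = DMSO wells and 100% = positive control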
HSP90 inh – HSP90 refolding inhibition in rabbit reticulocyte lysate. inhibition, % at 5.6 µM. luciferase refolding luminescence, 3 h. hit rate 0.91% among 290,000;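 active = inhibition above the screen-wide mean plus 3 SD, computed separately per campaign, cut at about 16% in these data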;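 note: 0% = DMSO wells and 100% = 60 µM geldanamycin wells; inhibitors lower the luminescence because luciferase stays unfolded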
HSF1 inhib – HSF1 inhibition; NIH3T3-HGL HSE-luciferase, MG132-induced, luminescence 8 h; hits give low values; activity change, negative = inhibition, % at 7.5 µM (by protocol); hit rate 0.77% among 300,000; AID 2098;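 active = more than half of replicate wells show activity change below -50%, luminescence cut by over half; inconclusive = some wells, but at most half, below -50%; inactive = no replicate well below -50%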;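 note: luciferase reports HSF-1 transcriptional activity via heat shock element; 0% = median of DMSO wells and -100% = zero luminescence signal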
KLF5 inhibitor – kruppel-like factor 5 inhibition; DLD-1 KLF5 promoter-luciferase reporter, luminescence; inhibition, % at 5 µM; hit rate 0.23% among 290,000; AID 1700;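 active = inhibition above a per-plate limit of that plate's mean compound inhibition plus 3 SD, cut at about 60% in these data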;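 note: 0% = DMSO wells and 100% = LY294002 at 200 µM; higher means less KLF5 promoter-driven luciferase light; inactives centre near -14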
Active calls of the source: *.

For CC(=O)c1sc(NS(=O)(=O)c2ccc(C)cc2)nc1C the results were GSK3beta inhib 1, GSK3A inh 2, HSF-1 act -5, IEC-6 cytotox 4, Dyrk1A ADPGlo 7, Platelet DG rel -3, aSyn UTR inh 12, HSP90 inh 0, HSF1 inhib 0 and KLF5 inhibitor 8.
Screening CCCCn1c(Oc2ccc(C(=O)OC)cc2)nc2c1c(=O)n(C)c(=O)n2C returned GSK3beta inhib 2, GSK3A inh 0, HSF-1 act -7, IEC-6 cytotox -2, Dyrk1A ADPGlo 1, Platelet DG rel 2, aSyn UTR inh 8, HSP90 inh 4, HSF1 inhib 0 and KLF5 inhibitor -14.
Cc1cc(C(=O)Nc2ccc3c(c2)OCO3)cs1 was read as GSK3beta inhib -3, GSK3A inh 2, HSF-1 act 37, IEC-6 cytotox 7, Dyrk1A ADPGlo 2, Platelet DG rel 7, aSyn UTR inh -233, HSP90 inh 20*, HSF1 inhib 26 and KLF5 inhibitor -116.
`CCc1ccc(C(=O)COC(=O)CNC(=O)CNC(=O)Cc2ccccc2)cc1` gave GSK3beta inhib -1, GSK3A inh 4, HSF-1 act 9, IEC-6 cytotox -3, Dyrk1A ADPGlo -9, Platelet DG rel 7, aSyn UTR inh -4, HSP90 inh 1, HSF1 inhib 0 and KLF5 inhibitor -34.
COC(=O)Nc1sc2c(c1C(N)=O)CCCCCC2 was read as GSK3beta inhib -1, GSK3A inh -4, HSF-1 act -23, IEC-6 cytotox 3, Dyrk1A ADPGlo -1, Platelet DG rel -8, aSyn UTR inh -11, HSP90 inh 0, HSF1 inhib -8 and KLF5 inhibitor -3.
Cc1ccc2c3c(cccc13)-c1ccccc1C2=O was read as GSK3beta inhib 1, HSF-1 act 20, IEC-6 cytotox 2, Platelet DG rel 3, aSyn UTR inh -111, HSP90 inh -2, HSF1 inhib 16 and KLF5 inhibitor -35.
Screening CCn1c(SCC(=O)C(C)(C)C)nnc1-c1cnccn1 returned GSK3beta inhib 2, GSK3A inh -1, HSF-1 act -9, IEC-6 cytotox -5, Dyrk1A ADPGlo 7, Platelet DG rel 9, aSyn UTR inh 3, HSP90 inh 2, HSF1 inhib 1 and KLF5 inhibitor -30.
CN1CCN(S(=O)(=O)c2cccc(C(=O)Oc3ccccc3Cl)c2)CC1 was read as GSK3beta inhib -4, GSK3A inh -3, HSF-1 act 1, IEC-6 cytotox -5, Dyrk1A ADPGlo -3, Platelet DG rel 8, aSyn UTR inh -5, HSP90 inh -3, HSF1 inhib -3 and KLF5 inhibitor -16.
Cc1ncc(CO)c2cc(-c3nnc(Nc4ccc5c(c4)OCO5)s3)c(=O)oc12 was read as GSK3beta inhib 0, GSK3A inh -2, HSF-1 act -6, IEC-6 cytotox 1, Dyrk1A ADPGlo -2, Platelet DG rel -2, aSyn UTR inh -18, HSP90 inh -1, HSF1 inhib -1 and KLF5 inhibitor -28.
`O=C(NCc1cccs1)c1ccc(Cl)s1` gave GSK3beta inhib -4, GSK3A inh -3, HSF-1 act 25, IEC-6 cytotox 2, Dyrk1A ADPGlo -6, Platelet DG rel 4, aSyn UTR inh -11, HSP90 inh 1, HSF1 inhib 0 and KLF5 inhibitor -1.
O=C(N/N=C1\CCS(=O)(=O)c2ccc(F)cc21)c1ccc([N+](=O)[O-])cc1 was read as GSK3beta inhib -5, GSK3A inh 4, HSF-1 act 13, IEC-6 cytotox 8, Dyrk1A ADPGlo -11, Platelet DG rel 8, aSyn UTR inh 13, HSP90 inh -2, HSF1 inhib 19 and KLF5 inhibitor -6.
`CCn1c(SCC(=O)Nc2ccc(C(C)=O)cc2)nc2nc3c(cc2c1=O)COC(C)(C)C3` gave GSK3beta inhib 1, GSK3A inh -1, HSF-1 act -11, IEC-6 cytotox -3, Dyrk1A ADPGlo 12, Platelet DG rel 3, aSyn UTR inh -83, HSP90 inh 0, HSF1 inhib 4 and KLF5 inhibitor -53.
CCCCNC(=S)N(C)/N=C/c1ccccc1F was read as GSK3beta inhib -19, GSK3A inh -6, HSF-1 act 5, IEC-6 cytotox -1, Dyrk1A ADPGlo 2, Platelet DG rel 1, aSyn UTR inh 35, HSP90 inh -3, HSF1 inhib -11 and KLF5 inhibitor -19.
`CC(=O)Oc1ccccc1C(=O)Nc1ccccc1C(=O)N1CCCC1` gave GSK3beta inhib 3, GSK3A inh 0, HSF-1 act 5, IEC-6 cytotox -13, Dyrk1A ADPGlo -2, Platelet DG rel 22, aSyn UTR inh -10, HSP90 inh -4, HSF1 inhib -4 and KLF5 inhibitor -23.
CC(C)CNC(=O)CSc1ccc(Cl)cc1 was read as GSK3beta inhib 3, GSK3A inh 0, HSF-1 act 12, IEC-6 cytotox -1, Dyrk1A ADPGlo -7, Platelet DG rel 16, aSyn UTR inh 0, HSP90 inh -1, HSF1 inhib 10 and KLF5 inhibitor -40.
For COC(=O)c1ccc(Cn2nc([N+](=O)[O-])c(Br)c2C)cc1 the results were GSK3beta inhib -2, GSK3A inh -1, HSF-1 act 12, IEC-6 cytotox 3, Platelet DG rel 0, aSyn UTR inh -3, HSP90 inh -1, HSF1 inhib -3 and KLF5 inhibitor 10.
O=C(CSc1ccccn1)Nc1cccc(NC(=O)CSc2ccccn2)n1 was read as GSK3beta inhib -1, GSK3A inh 1, HSF-1 act 17, IEC-6 cytotox 7, Dyrk1A ADPGlo -3, Platelet DG rel -1, aSyn UTR inh -19, HSP90 inh 1, HSF1 inhib 3 and KLF5 inhibitor -1.
`O=C(CSc1ncn[nH]1)c1ccc2c(c1)OCCO2` gave GSK3beta inhib -1, GSK3A inh 9, HSF-1 act 0, IEC-6 cytotox 2, Dyrk1A ADPGlo 6, Platelet DG rel 3, aSyn UTR inh -43, HSP90 inh 0, HSF1 inhib 2 and KLF5 inhibitor -20.
Cc1ccc(C2C(C#N)=C(N)SC(N)=C2C#N)c(C)c1 was read as GSK3beta inhib -21, GSK3A inh 3, HSF-1 act inconclusive, IEC-6 cytotox 4, Dyrk1A ADPGlo 14, Platelet DG rel -12, aSyn UTR inh 9, HSP90 inh 8, HSF1 inhib 39 and KLF5 inhibitor 16.
Cc1ccc(OCC(=O)Nc2ccc(NC(=O)c3ccccc3)c(C)c2)cc1 was read as GSK3beta inhib 0, IEC-6 cytotox 3, Dyrk1A ADPGlo -6, HSP90 inh 0 and KLF5 inhibitor -8.
`CC(=O)N1CCC(C(=O)Nc2ccc(S(=O)(=O)N3CCC(C)CC3)cc2)CC1` gave GSK3beta inhib 0, GSK3A inh 0, HSF-1 act -5, IEC-6 cytotox -5, Platelet DG rel -8, aSyn UTR inh -2, HSP90 inh -3, HSF1 inhib -7 and KLF5 inhibitor -32.
Cc1cc(NC(=O)CCC(=O)N(Cc2ccc(F)cc2)C(C(=O)NC2CCCC2)c2ccco2)no1 (stereo unspecified) was read as GSK3beta inhib -3, GSK3A inh 0, HSF-1 act 9, IEC-6 cytotox -1, Dyrk1A ADPGlo -5, Platelet DG rel -24, aSyn UTR inh 0, HSP90 inh 4, HSF1 inhib -2 and KLF5 inhibitor -1.
For COCCNC(=O)c1ccc2c(c1)NC(=O)CS2 the results were GSK3beta inhib -1, GSK3A inh -3, HSF-1 act 19, IEC-6 cytotox -1, Dyrk1A ADPGlo 6, Platelet DG rel -10, aSyn UTR inh -3, HSP90 inh -2, HSF1 inhib -5 and KLF5 inhibitor -27.
For O=C(Nc1cccc(C(F)(F)F)c1)c1scc2c1OCCO2 the results were GSK3beta inhib -1, GSK3A inh 0, HSF-1 act 10, IEC-6 cytotox 9, Platelet DG rel 2, aSyn UTR inh -73, HSP90 inh 0, HSF1 inhib 9 and KLF5 inhibitor -27.
COc1ccc(CN2CCNC(=O)C2CC(=O)NC2CCCCCC2)c(C)c1C (stereo unspecified) was read as GSK3beta inhib -1, GSK3A inh -1, HSF-1 act 0, IEC-6 cytotox 6, Dyrk1A ADPGlo -2, Platelet DG rel 0, aSyn UTR inh 7, HSP90 inh 7, HSF1 inhib 5 and KLF5 inhibitor -15.
COc1ccc(OCCOCCN2CCc3ccccc3C2)cc1 was read as GSK3beta inhib 0, GSK3A inh -1, HSF-1 act -7, IEC-6 cytotox 3, Dyrk1A ADPGlo -1, Platelet DG rel -5, aSyn UTR inh -10, HSP90 inh 3, HSF1 inhib -3 and KLF5 inhibitor -46.
Cc1ccc(C)c(NC(=O)CN(C)C(=O)c2nn(C)c(=O)c3ccccc23)c1 was read as GSK3beta inhib 3, GSK3A inh 0, HSF-1 act -1, IEC-6 cytotox 0, Dyrk1A ADPGlo -4, Platelet DG rel 0, aSyn UTR inh -2, HSP90 inh 0, HSF1 inhib 0 and KLF5 inhibitor -5.
`CC(C)OC(=O)CSc1nnc(-c2cnccn2)n1Cc1ccco1` gave GSK3beta inhib 0, GSK3A inh 1, HSF-1 act -4, IEC-6 cytotox -5, Dyrk1A ADPGlo 3, Platelet DG rel 7, aSyn UTR inh -1, HSP90 inh -3, HSF1 inhib -2 and KLF5 inhibitor -26.
O=C(CO/N=C/c1cccc([N+](=O)[O-])c1)NC1CCCCCC1 was read as GSK3beta inhib -1, GSK3A inh -12, HSF-1 act 7, IEC-6 cytotox -9, Dyrk1A ADPGlo 10, Platelet DG rel -87, aSyn UTR inh 13, HSP90 inh -2, HSF1 inhib 11 and KLF5 inhibitor 12.
Screening CCCCNC(=O)/C(C#N)=c1\s/c(=C\c2ccccc2OC(F)F)c(=O)n1CCCOC returned GSK3beta inhib -2, GSK3A inh 12, HSF-1 act -1, IEC-6 cytotox -2, Dyrk1A ADPGlo -3, Platelet DG rel 2, aSyn UTR inh 16, HSP90 inh -5, HSF1 inhib 0 and KLF5 inhibitor -40.
For COC(=O)c1ccc(/C=C/c2nc3ccccc3c(=O)[nH]2)cc1 the results were GSK3beta inhib -1, GSK3A inh 0, HSF-1 act 62*, IEC-6 cytotox 2, Dyrk1A ADPGlo 1, Platelet DG rel 63*, aSyn UTR inh -136, HSP90 inh 8, HSF1 inhib 32 and KLF5 inhibitor -39.

3 compounds drawn at random from the list so far:
COc1ccc(CN2CCNC(=O)C2CC(=O)NC2CCCCCC2)c(C)c1C (stereo unspecified) was read as GSK3beta inhib -1, GSK3A inh -1, HSF-1 act 0, IEC-6 cytotox 6, Dyrk1A ADPGlo -2, Platelet DG rel 0, aSyn UTR inh 7, HSP90 inh 7, HSF1 inhib 5 and KLF5 inhibitor -15.
For COC(=O)c1ccc(/C=C/c2nc3ccccc3c(=O)[nH]2)cc1 the results were GSK3beta inhib -1, GSK3A inh 0, HSF-1 act 62*, IEC-6 cytotox 2, Dyrk1A ADPGlo 1, Platelet DG rel 63*, aSyn UTR inh -136, HSP90 inh 8, HSF1 inhib 32 and KLF5 inhibitor -39.
O=C(CO/N=C/c1cccc([N+](=O)[O-])c1)NC1CCCCCC1 was read as GSK3beta inhib -1, GSK3A inh -12, HSF-1 act 7, IEC-6 cytotox -9, Dyrk1A ADPGlo 10, Platelet DG rel -87, aSyn UTR inh 13, HSP90 inh -2, HSF1 inhib 11 and KLF5 inhibitor 12.

Screens as filed in PubChem BioAssay.

These rows are one share of the data. The share of hits here may be higher or lower than overall.
